# ABCB1 inh: human ABCB1 inhibition, ABCG2 as counter-screen; P08183; 0.067% of 190,000 active; AID 1326; inhibition, % at 6.6 µM; CCRF-Adr cells, JC-1 efflux, flow cytometry; in the data active = inhibition above about 40%;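 note: 0% = vehicle and 100% = reference inhibitor; higher value means more JC-1 retained so stronger ABCB1 efflux block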
# Bim-Bcl-B: human Bim-Bcl-B interaction inhibition; Q9HD36; bead-based flow cytometry, Bim peptide-Bcl-B binding; inhibition, % at 10 µM; 0.073% of 190,000 active; AID 951;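 note: 0% = tracer peptide without compound and 100% = reference inhibitor peptide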
# Bim-Bcl-W: human Bim-Bcl-W interaction inhibition. Q92843. bead-based flow cytometry, Bim peptide-Bcl-W binding. inhibition, % at 10 µM. 0.02% of 190,000 active;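 note: 0% = bound tracer without compound and 100% = peptide blocker; higher means less fluorescent Bim peptide bound to Bcl-W beads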
# RGS4-Gao reg: modulates binding of RGS4 to human Galphao | Multiplexed bead flow cytometry; actives lie on both sides | binding response (% of control), % at 10 µM | AID 1415 | 0.33% of 220,000 active | P09471; in the data active = binding response below about 49% or above about 150%; inactive = in between;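 note: fluorescent Galphao activated with aluminum fluoride binding bead-coupled RGS4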
# Target sequence (P09471 whole entry, looked up): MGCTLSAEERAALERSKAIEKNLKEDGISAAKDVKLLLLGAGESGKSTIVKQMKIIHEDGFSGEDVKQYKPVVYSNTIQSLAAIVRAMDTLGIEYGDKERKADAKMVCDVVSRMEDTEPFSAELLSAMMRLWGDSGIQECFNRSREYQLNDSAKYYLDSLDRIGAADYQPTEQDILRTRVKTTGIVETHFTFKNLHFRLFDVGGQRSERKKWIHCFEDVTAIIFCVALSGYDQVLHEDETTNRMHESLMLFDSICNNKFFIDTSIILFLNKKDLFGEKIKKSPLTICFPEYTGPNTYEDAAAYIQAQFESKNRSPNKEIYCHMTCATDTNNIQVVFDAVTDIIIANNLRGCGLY
# Bcl-XL Bim block: inhibitors of Bim-Bcl-XL interaction, human. Q07817. Bim peptide-Bcl-XL binding, bead flow cytometry, fluorescence. inhibition, % at 10 µM. 0.04% of 190,000 active
# Bim-Bcl-2: inhibitors of Bim-Bcl-2 interaction, human; P10415; Bead-based flow cytometry, Bim peptide-Bcl-2 binding; inhibition, % at 10 µM; 0.06% of 190,000 active; in the data active = inhibition above about 40%; inconclusive = no clear call, values can overlap the other calls;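 note: 0% = no compound wells with probe peptide and 100% = reference peptide inhibitor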
# Target sequence (P10415 whole entry, looked up): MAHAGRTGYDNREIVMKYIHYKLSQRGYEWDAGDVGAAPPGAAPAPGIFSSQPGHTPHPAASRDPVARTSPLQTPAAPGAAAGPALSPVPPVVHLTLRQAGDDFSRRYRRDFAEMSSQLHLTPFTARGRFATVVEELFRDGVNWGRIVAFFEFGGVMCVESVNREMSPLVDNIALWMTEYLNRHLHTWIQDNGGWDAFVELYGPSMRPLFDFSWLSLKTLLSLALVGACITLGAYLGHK
# Bim-Bfl-1: human Bim-Bfl-1 interaction inhibition | Bead-based flow cytometry, Bim-Bfl-1 binding inhibition | inhibition, % at 10 µM | 0.12% of 190,000 active | AID 1008;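 note: 0% = wells without compound plus tracer and 100% = blocker peptide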
# RGS8-Gao: regulators of human RGS8-Galphao interaction. P09471. multiplexed bead flow cytometry, RGS8-Galphao binding; actives lie on both sides. response (percent of control binding), % at 10 µM. 0.34% of 220,000 active; in the data active = response below about 60% or above about 140%; inactive = in between;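 note: Galphao activated as the GDP aluminium fluoride complex binding bead-coupled RGS8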
# RGS7-Gao reg: modulates binding of RGS7 to human Galphao; binding response (% of control), % at 10 µM; AID 1439; Multiplexed bead flow cytometry; actives lie on both sides; 0.35% of 220,000 active; in the data active = binding response below about 49% or above about 150%; inconclusive = no clear call, values can overlap the other calls; inactive = in between;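 note: fluorescent Galphao held in activated GDP-AlF4 state binding bead-coupled RGS7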
# Bim-Mcl-1: inhibitors of Bim-Mcl-1 interaction, human; AID 1009; inhibition, % at 10 µM; Bead-based flow cytometry, Bim peptide-Mcl-1 binding; Q07820; 0.1% of 190,000 active;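 note: 0% = no compound tracer wells and 100% = peptide blocker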
# Target sequence (Q07820 whole entry, looked up): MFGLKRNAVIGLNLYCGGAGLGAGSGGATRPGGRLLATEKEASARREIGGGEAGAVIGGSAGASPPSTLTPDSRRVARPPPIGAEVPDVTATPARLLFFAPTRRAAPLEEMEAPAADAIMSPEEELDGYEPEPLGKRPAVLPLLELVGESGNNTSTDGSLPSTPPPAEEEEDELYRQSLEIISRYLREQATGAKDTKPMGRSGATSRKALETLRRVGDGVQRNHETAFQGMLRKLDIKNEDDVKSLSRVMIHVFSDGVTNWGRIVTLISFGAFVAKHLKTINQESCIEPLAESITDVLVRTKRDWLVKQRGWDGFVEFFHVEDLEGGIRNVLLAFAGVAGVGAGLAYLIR
# ABCG2 inh: inhibitors of human ABCG2 transporter, ABCB1 counter-screen; IgMXP3 cells, JC-1 efflux, flow cytometry; inhibition, % at 6.6 µM; 0.1% of 190,000 active; AID 1325;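 active = inhibition above 80%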;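 note: 0% = DMSO and 100% = nicardipine control wells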
#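 Times: 10 min at 25 °C | Test system: Two drug-resistant human cell lines, ABCG2 and ABCB1 | Quantity: 3 million cells/mL final, two lines in 1:1 ratio | Signal: Flow cytometry, 530 nm JC-1 signal | Dosing: Compound at 6.6 µM | Controls: Nicardipine and DMSO wells | Reagent: JC-1 as fluorescent efflux pump substrate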
# * marks the source's active call; other numbers are inactive results; u = inconclusive; & = joins results of further samples. Cut-off read from the data, not from the text of the source, unless noted: active = inhibition above about 40%. Random draw from the library (roughly 0.94% active in at least one column).
SMILES,ABCB1 inh,Bim-Bcl-B,Bim-Bcl-W,RGS4-Gao reg,Bcl-XL Bim block,Bim-Bcl-2,Bim-Bfl-1,RGS8-Gao,RGS7-Gao reg,Bim-Mcl-1,ABCG2 inh
COc1ccc(-c2nc3ccccn3c2C=O)cc1,0.9,1.0,0.0,101.8,-2.0,0.0,8.0,107.7,98.8,-3.0,5.6
CCC1CCCCN1CCCNC(=O)c1cn(CC(C)C)c(=O)c2cc(OC)c(OC)cc12 (stereo unspecified),0.2,0.0,0.0,100.5,-2.0,0.0,-1.0,102.0,100.5,-4.0,0.4
Cn1c(=O)[nH]c(=O)c2c1nc(NCCCn1ccnc1)n2Cc1ccc(F)cc1,0.1,0.0,0.0,99.3,-2.0,1.0,2.0,98.4,100.0,1.0,0.3
CCCNC(=O)c1ccccc1NC(=O)CSCc1ccc(OC)cc1,1.4,-2.0,-1.0,101.5,-3.0,-4.0,-2.0,98.7,104.0,-3.0,6.2
O=C(O)COc1cnc2ccccc2n1,0.7,-4.0,1.0,81.8,-1.0,1.0,-3.0,94.3,92.0,0.0,0.7
COc1ccc(S(=O)(=O)N(CC(=O)NCC2CCCO2)c2ccccc2)cc1OC (stereo unspecified),2.1,0.0,0.0,102.3,-1.0,-3.0,-3.0,99.9,96.7,0.0,12.9
CCOC(=S)SCC(=O)N1CCc2ccccc2C1C1C(=O)CCCC1=O (stereo unspecified),0.2,-3.0,-1.0,102.8,-5.0,3.0,0.0,104.2,98.9,-6.0,1.9
CCC(C)NC(=O)c1ccc([N+](=O)[O-])c(Cl)c1 (stereo unspecified),0.2,-11.0,-5.0,100.9,-13.0,-10.0,-14.0,100.0,99.7,-5.0,3.8
COc1ccc(S(=O)(=O)n2nc(C)cc2C)c(C)c1C,0.7,-9.0,-1.0,100.2,-5.0,-10.0,-13.0,97.4,98.6,-1.0,2.7
O=C(C1=C[C@H](c2ccccc2)C[C@H](OCc2ccc(CO)cc2)O1)N1CCCCCCC1,1.5,0.0,1.0,104.9,0.0,0.0,-3.0,103.3,103.6,1.0,6.0
O=c1c2ccccc2nc2n1CC/C2=C/N1CCN(c2cccc(C(F)(F)F)c2)CC1,0.0,-1.0,-2.0,100.7,-4.0,-3.0,-2.0,98.9,98.7,-5.0,0.7
c1ccc(CCN(Cc2ccccc2)C2CCN(C3CCCC3)CC2)cc1,-0.2,-1.0,3.0,103.3,1.0,-5.0,-5.0,102.5,107.8,0.0,0.7
CC(C)Cn1c2ccccc2c2cc(C(=O)O)ccc21,-0.2,-2.0,0.0,106.8,0.0,-1.0,-1.0,102.2,107.5,-1.0,0.4
CCC/C(=N/NC(=O)c1cccc(Cl)c1)c1ccccc1,0.7,-8.0,-1.0,96.9,-3.0,-6.0,-15.0,100.0,98.0,-1.0,34.7
COc1ccc(NC(=O)CNC(=O)c2cccs2)cc1Cl,-0.1,-2.0,0.0,99.0,-2.0,0.0,-3.0,98.8,u,-1.0,20.5
O=C1Cc2ccccc2Sc2ccc(Cl)cc21,-0.1,-2.0,0.0,101.3,-3.0,0.0,-5.0,101.3,97.1,5.0,-0.1
O=C(Nc1nc2ccccc2s1)c1cc(-c2ccccc2)nn1-c1ccccc1,-0.5,-8.0,-1.0,102.9,-5.0,-2.0,0.0,105.1,106.3,-2.0,10.4
Cc1nc2ccccc2c(=O)n1NC(=O)c1c(O)c2c(n(CC(C)C)c1=O)CCCC2,11.2,-6.0,0.0,100.9,-6.0,-9.0,-19.0,99.8,100.8,-2.0,-5.4
CC1C/C(=C/c2ccccn2)C(=O)/C(=C/c2ccccn2)C1 (stereo unspecified),0.1,-1.0,-1.0,98.1,-2.0,-1.0,-1.0,100.0,103.2,-1.0,2.2
O=C(Nc1cc2cccc([N+](=O)[O-])c2oc1=O)c1cccs1,0.5,-6.0,0.0,94.8,1.0,2.0,-2.0,97.5,u,0.0,3.2
CC(OC(=O)c1cc(S(=O)(=O)Nc2ccc(F)cc2)ccc1Cl)C(=O)Nc1ccc2c(c1)OCCO2 (stereo unspecified),-2.1,-5.0,-5.0,98.9,-5.0,-6.0,-10.0,99.9,102.0,0.0,11.2
COc1ccc(NC(=O)/C(=C\c2ccncc2)NC(=O)c2ccccc2)cc1,1.0,-4.0,0.0,100.7,-2.0,-4.0,-4.0,101.1,100.9,-1.0,15.8
COc1cccc(Cn2nnc3c(=O)[nH]c(C4CCCN(C(=O)c5ccccc5Cl)C4)nc32)c1 (stereo unspecified),-1.3,-5.0,0.0,95.9,-22.0,-9.0,-10.0,96.6,94.0,-2.0,-0.5
CCCS(=O)(=O)N1CCN(CCCc2ccccc2)CC1,0.9,-10.0,0.0,99.5,-6.0,-9.0,-14.0,99.1,98.7,-1.0,2.7
O=C(CSc1nnc(CNc2ccc(F)cc2)n1CC1CCCO1)Nc1ccccc1 (stereo unspecified),0.4,-4.0,0.0,102.7,-3.0,21.0,-3.0,101.8,99.6,-2.0,0.5

# Five consecutive records out of the list so far:
SMILES,ABCB1 inh,Bim-Bcl-B,Bim-Bcl-W,RGS4-Gao reg,Bcl-XL Bim block,Bim-Bcl-2,Bim-Bfl-1,RGS8-Gao,RGS7-Gao reg,Bim-Mcl-1,ABCG2 inh
COc1ccc(-c2nc3ccccn3c2C=O)cc1,0.9,1.0,0.0,101.8,-2.0,0.0,8.0,107.7,98.8,-3.0,5.6
CCC1CCCCN1CCCNC(=O)c1cn(CC(C)C)c(=O)c2cc(OC)c(OC)cc12 (stereo unspecified),0.2,0.0,0.0,100.5,-2.0,0.0,-1.0,102.0,100.5,-4.0,0.4
Cn1c(=O)[nH]c(=O)c2c1nc(NCCCn1ccnc1)n2Cc1ccc(F)cc1,0.1,0.0,0.0,99.3,-2.0,1.0,2.0,98.4,100.0,1.0,0.3
CCCNC(=O)c1ccccc1NC(=O)CSCc1ccc(OC)cc1,1.4,-2.0,-1.0,101.5,-3.0,-4.0,-2.0,98.7,104.0,-3.0,6.2
O=C(O)COc1cnc2ccccc2n1,0.7,-4.0,1.0,81.8,-1.0,1.0,-3.0,94.3,92.0,0.0,0.7

# Going on with the list:
SMILES,ABCB1 inh,Bim-Bcl-B,Bim-Bcl-W,RGS4-Gao reg,Bcl-XL Bim block,Bim-Bcl-2,Bim-Bfl-1,RGS8-Gao,RGS7-Gao reg,Bim-Mcl-1,ABCG2 inh
Cc1cc2occ(CC(=O)O)c2cc1C,-0.1,-8.0,4.0,96.7,-6.0,0.0,0.0,100.6,97.9,6.0,-0.1
CC(=O)Nc1c(S(=O)(=O)c2ccccc2)c2nc3ccccc3nc2n1Cc1ccccc1,0.2,-1.0,-1.0,99.2,-1.0,-3.0,-1.0,101.3,98.3,-3.0,0.1
Cc1cc(C)c(NC(=O)CSc2nc3ccc(NC(=O)CSc4nnnn4-c4ccccc4)cc3s2)c(C)c1,-3.7,-9.0,-4.0,101.0,-9.0,-2.0,-2.0,104.1,106.5,-4.0,-15.8
COc1cc(CN2CCN(C(=O)CC(C)C)CC2)cc(OC)c1O,1.1,-8.0,-6.0,103.6,-9.0,-7.0,-27.0,101.6,103.8,-8.0,13.1
Cc1c(CCO)c(=O)oc2n[nH]c(-c3ccccc3)c12,2.3,0.0,0.0,91.0,-1.0,1.0,-2.0,95.2,89.4,-2.0,1.2
CCOC(=O)NCC(C#CCN(CC)CC)N(CC)CC (stereo unspecified),0.9,-6.0,0.0,103.5,-8.0,-5.0,-10.0,101.5,100.5,0.0,7.3
COc1ccc(NC(=O)N2CCN(c3cccc(C(F)(F)F)c3)CC2)cc1OC,0.4,0.0,1.0,101.0,-2.0,0.0,0.0,98.4,99.6,0.0,1.8
C=CCN(c1ccc(Cl)cc1)S(=O)(=O)c1cccc(C(=O)OCC(=O)N(C)C)c1,1.5,-6.0,-4.0,98.1,-4.0,-4.0,-10.0,100.4,101.5,-6.0,3.5
CC(NC(=O)CN1CCC(C(N)=O)CC1)c1ccccc1 (stereo unspecified),0.6,4.0,3.0,103.9,1.0,0.0,0.0,101.9,102.1,3.0,1.4
CCN(CC)S(=O)(=O)c1ccc2c(c1)nc(CCC(=O)OCC(=O)N1CCc3ccccc31)n2C,0.9,-2.0,0.0,99.7,-2.0,1.0,1.0,99.7,99.3,-3.0,6.1
Cc1ccc(-c2[nH]nc3c2C(c2ccccc2OC(=O)N2CCOCC2)C(C#N)=C(N)O3)cc1 (stereo unspecified),-0.2,-6.0,-2.0,98.3,-2.0,-3.0,-3.0,96.1,98.3,-1.0,-2.3
Cn1c(=O)n(CC(=O)O)c(=O)c2c1nc1n2CCS1,0.2,-4.0,3.0,104.7&104.4,0.0,1.0,-6.0,102.9&100.7,u,0.0,1.5
COc1ccc(CC(NC(C)=O)C(=O)N2CCN(C(=O)Nc3cccc(F)c3)CC2)cc1OC (stereo unspecified),0.7,-4.0,-2.0,101.6,-2.0,-3.0,-5.0,98.0,99.5,-3.0,0.4
CSCCC(C(=O)N1C[C@]2(C)C[C@H]1CC(C)(C)C2)N1C(=O)c2ccccc2C1=O (stereo partly specified),2.3,0.0,-1.0,100.8,-4.0,-3.0,-1.0,98.5,96.7,-2.0,3.7
COc1ccccc1Nc1cc(C(=O)NCCCN2CCOCC2)c2ccccc2n1,0.7,-7.0,-2.0,99.2,-7.0,-6.0,-9.0,100.3,98.7,-3.0,0.5
CCOC(=O)C(CCCCOc1ccc([N+](=O)[O-])cc1)C(=O)OCC,-0.6,-3.0,-1.0,99.9,-2.0,-10.0,0.0,103.9,99.2,-1.0,18.7
CC(C)(C)OC(=O)NCCCC(CCCNC(=O)OC(C)(C)C)C(=O)O,0.4,0.0,0.0,101.5,-3.0,-4.0,0.0,102.8,100.3,0.0,1.1
CN(C)S(=O)(=O)c1cc(NC(=O)COC(=O)CCSc2ccc(Cl)cc2)ccc1Cl,-0.4,0.0,0.0,102.7,5.0,2.0,0.0,98.1,104.2,2.0,-2.7
CCc1ccc(OCC(=O)N/N=C(\C)c2ccc(OC(F)F)cc2)cc1,3.5,0.0,-1.0,98.7,-2.0,0.0,1.0,89.6,109.0,-3.0,103.9*
O=c1[nH]c(-c2ccc(F)cc2)nc2c1sc(=S)n2-c1ccccc1,-1.2,2.0,0.0,107.0,-1.0,1.0,-1.0,114.7,110.4,-4.0,16.5
CCCCn1c(-c2ccc([N+](=O)[O-])cc2)n[nH]c1=S,0.8,-14.0,0.0,100.5,3.0,-7.0,-7.0,99.2,100.6,-2.0,7.7
CC(=O)c1ccc(N2CCN(c3ncc(C(F)(F)F)cc3Cl)CC2)cc1,0.7,-9.0,-2.0,101.3,-2.0,-8.0,-17.0,101.1,96.3,-1.0,26.2
CN(/N=C/c1cc([N+](=O)[O-])ccc1O)c1ccccc1,2.9,-5.0,-1.0,94.3,-3.0,0.0,1.0,86.5,96.6,-2.0,38.5
N#Cc1cc(-c2ccccc2)oc1/N=C/c1ccccc1O,0.0,-2.0,3.0,101.6,-4.0,-2.0,-5.0,99.4,97.8,4.0,-0.2
O=C(O)c1cnn2cc(-c3[nH]ncc3[N+](=O)[O-])cnc12,0.0,1.0,0.0,109.9,1.0,1.0,0.0,116.6,108.0,3.0,2.7
CC(=O)NC12CC3CC(C1)CC(C(=O)OCC(=O)Nc1ncc(Cl)c(C)c1Cl)(C3)C2,0.4,-2.0,0.0,98.1,-5.0,-2.0,-10.0,100.2,102.4,-2.0,2.3
C/C(=C\C(=O)c1ccc(Br)cc1)NCc1ccc(C)cc1,-5.1,-13.0,-1.0,103.5,-8.0,-13.0,-13.0,101.3,104.2,-3.0,-7.2

# From PubChem
